Screening data deposited in PubChem by several laboratories.
PLAP inhibitors HTS: PLAP enzyme inhibitors, biochemical, luminescence, HTS (AID 690) | purified PLAP, luminescent substrate; higher % means a stronger effect | inhibition, % at 20 µM; hits with a dose series show IC50 in µM | 96,000 compounds, 0.08% hits; in the data active = a potency from the dose series; inactive = the rest, 99 in 100 with inhibition below about 30%; note: strong numbers were not always called active
NFkB transloc inh: inhibitors of IL-1B driven NFkB p65 nuclear import, primary screen, imaging, HUVEC, IL-1B stimulus, high-content imaging; inhibition, % at 2 µM; 94,000 compounds, 0.43% hits; HUVEC IL-1B NFkB p65 nuclear translocation imaging;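 active = inhibition above about 30% together with a positive call from visual inspection of the well image, limit read from the data; inconclusive = inhibition above a set limit but visual check negative; inactive = inhibition not above a set limit, visual check negative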;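 note: nuclear over cytoplasmic p65 intensity ratio measured by imaging; 0% = IL-1B stimulated DMSO wells and 100% = unstimulated DMSO wells; values of inactives mirror those of a sister screen read the other way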
NFkB transloc pot: enhancers of NFkB p65 translocation in HUVEC – imaging, IL-1B stimulus, high-content imaging, primary screen; 94,000 compounds, 0.3% hits; AID 819, 2007; activation, % at 2 µM; HUVEC IL-1B NFkB p65 nuclear translocation imaging;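 active = activation above 40%, about the mean plus 3 SD, also judged a hit on visual image review; inconclusive = activation above 40% but not a hit on visual review; inactive = activation not above 40% and no visual hit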;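 note: percent activation is computed from the nuclear over cytoplasmic p65 intensity ratio; values of inactives mirror those of a sister screen read the other way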
Bcl-B TR3 displacers: displacers of TR3 peptide from Bcl-B, primary screen, selectivity assay for Bfl-1 inhibitor project, biochemical, fluorescence polarization | Bcl-2-like protein 10 (Homo sapiens) | FP displacement of FITC-TR3 peptide from Bcl-B; higher % means a stronger effect | displacement, % at 20 µM, or IC50 in µM where a hit was titrated | 96,000 compounds, 0.11% hits;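 active = displacement above 50% at 20 µM plus a fluorescence interference ratio under 1.5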;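 note: plate controls were wells without compound for no effect and wells lacking Bcl-B protein for full effect; a part of the inactive calls stands beside numbers as strong as those of hits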
MRP reversal: reversal of MRP1-mediated doxorubicin resistance, primary screen, H69AR cells, doxorubicin co-treatment | differential viability (reversal), % at 10 µM | H69AR cells + 2 uM doxorubicin, CellTiter-Glo, 72 h | 85,000 compounds, 0.04% hits;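 active = viability drop by adding the cancer drug above about 55%, with treated viability meeting a 40% cutoff, limit read from the data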;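 note: viability without doxorubicin minus viability with 2 µM doxorubicin for each compound; larger differential means the compound sensitizes cells more to doxorubicin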
MRP reversal cytotoxicity: recorded beside MRP reversal, whose call it bears; viability, %; H69AR cells, CellTiter-Glo, 72 h; measured here: cytotoxicity without doxorubicin
MRP reversal with doxorubicin: further read-out of MRP reversal, marked with its call; viability, %; measured here: viability with 2 uM doxorubicin; active compounds read low
NFkB transloc inh cell count 2 µM: also measured in NFkB transloc inh; calls as there; cell count; measured here: cells passing quality filter;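 raw number of nuclei counted in each imaged well without normalization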
NFkB transloc pot cell count 2 µM: further read-out of NFkB transloc pot, marked with its call; cell count; measured here: cells passing quality filter
* = called active by the depositor; ? = inconclusive; nt = no result given.

Below each SMILES – PLAP inhibitors HTS	NFkB transloc inh	NFkB transloc inh cell count 2 µM	NFkB transloc pot	NFkB transloc pot cell count 2 µM	Bcl-B TR3 displacers	MRP reversal	MRP reversal cytotoxicity	MRP reversal with doxorubicin
CC(=O)Nc1sc2c(c1C(c1ccccc1)N1CCOCC1)CCCC2 (centres undefined)
  -32%	4	48	-4	48	-2%	-16	86	102
O=C(CSCc1ccccc1)N1CCN(Cc2ccc3c(c2)OCO3)CC1
  nt	-4	162	4	162	nt	5	98	93
COCc1cc(C)nc(Nc2cc(C)ccc2C)c1C#N
  18%	nt	nt	nt	nt	3%	21	98	78
COc1ccc(Cn2nnnc2C(C(C)C)N2CCN(c3ccccc3OC)CC2)cc1 (centres undefined)
  -33%	-2	175	2	175	-5%	-3	84	87
C=C(C)Cn1c(=O)c2c(nc3n2CCN3c2cccc(Cl)c2C)n(C)c1=O
  -33%	nt	nt	nt	nt	-7%	5	61	56
OC(COCCC12CC3CC(CC(C3)C1)C2)CN1CCCCC1 (centres undefined)
  -62%	-6	186	6	186	-11%	7	89	82
Cc1cccc(NCC(O)Cn2cnc3c2c(=O)n(C)c(=O)n3C)c1 (centres undefined)
  -47%	-1	131	1	131	-4%	nt	nt	nt
CC(C)(C)NS(=O)(=O)c1ccc(CCC(=O)N2CCCCC2)cc1
  -9%	-14	156	14	156	-14%	7	98	91
O=C(CCCc1ccccc1)c1ccc2c(c1)OCCO2
  nt	-42	143	?	nt	nt	13	97	84
CCOc1ccc(C(=O)N/N=C(\c2ccccc2)c2ccccn2)cc1
  -19%	-8	177	8	177	-8%	nt	nt	nt
CC(=O)N1N=C(c2ccc3nccnc3c2)CC1c1ccccc1 (centres undefined)
  -14%	-2	167	nt	nt	6%	nt	nt	nt
Nc1nnc(SCC(=O)Nc2ccc(S(=O)(=O)N3CCOCC3)cc2)s1
  -55%	-20	163	20	163	-7%	nt	nt	nt
COC(=O)C1CCN(CC(=O)Nc2sc3c(c2C#N)CCC3)CC1
  -15%	4	184	-4	184	-3%	5	110	106
Cc1cccc(C)c1NC(=O)Cn1cnc2c(=O)n(C)c(=O)n(C)c21
  -6%	5	150	-5	150	-10%	3	105	102
Cn1c(SCC(=O)c2ccc(F)cc2)nnc1-c1cnccn1
  2%	-20	135	20	135	6%	-6	87	93
NS(=O)(=O)c1ccc(NC(=O)CSc2nnc(-c3cnccn3)n2-c2ccccc2)cc1
  -14%	-10	107	10	107	-7%	8	95	87
CC(=O)OC(C#CCN1CCOCC1)c1ccccc1 (centres undefined)
  6%	16	62	-16	62	-3%	-5	96	101
CCN1CCN(CCNC(=O)CSCc2nc(-c3ccc(OC)c(OC)c3)oc2C)CC1
  -15%	-3	202	3	202	21%	3	92	89
CC(C(=O)N=c1sc2ccccc2n1C)N1C(=O)C2CC=CCC2C1=O (centres undefined)
  -86%	-33	125	33	125	13%	-13	66	79
Cc1ccc(-c2noc(CN(C(=O)c3cccc(Br)c3)C(C)C)n2)cc1
  -46%	-23	55	23	55	4%	17	92	75
CCOC(=O)C(C)Oc1c(Br)cc(C2NC(=O)NC(C)=C2C(C)=O)cc1OCC (centres undefined)
  -46%	-13	168	13	168	-6%	14	84	70
CCCn1c(=N)n(CC(O)COc2cccc(C)c2)c2ccccc21 (centres undefined)
  8%	nt	nt	nt	nt	0%	-8	45	53
COc1ccc(OC(=O)Nc2ccccc2)cc1
  14%	7	167	-7	167	-1%	-3	88	90
CC(C)Oc1ccc(C(=O)N2CCCC2C(=O)O)cc1 (centres undefined)
  2%	-5	101	5	101	0%	-14	97	111
CCOc1ccc(-c2[nH]ncc2-c2ccc(OC)c(OC)c2)c(O)c1
  -166%	0	117	0	117	0%	-28	14	43
O=C(Nc1ccccc1SCC1CSc2nc3ccccc3c(=O)n21)c1ccccc1Cl (centres undefined)
  1%	1	166	-1	166	-1%	nt	nt	nt
Cc1cc(C)nc(NS(=O)(=O)c2ccc(NC(=O)C3CC(=O)N(c4ccccc4)C3)cc2)n1 (centres undefined)
  -34%	-5	177	5	177	1%	2	96	94
COCCNC(=O)c1cc2oc3ccccc3c2n1C
  -23%	-12	181	12	181	1%	-8	92	100
CCOc1cc(-c2nc3ccccn3c2NCC2CCCO2)ccc1O (centres undefined)
  15%	2	101	-2	101	9%	9	28	18
CCC(C)Sc1nc2c([nH]c3ccccc32)c(=O)n1C (centres undefined)
  -21%	-3	136	3	136	0%	-11	55	66
CC(C)CC(=O)O/N=C1\C(=O)N(Cc2ccc(Cl)cc2)c2ccc([N+](=O)[O-])cc21
  2%	-47	8	47*	8*	0%	nt	nt	nt
COc1ccc(C(=O)NC(C)c2nc3ccccc3[nH]2)cc1OC (centres undefined)
  nt	-26	172	26	172	nt	nt	nt	nt
O=C(NCCCN1CCc2ccccc2C1)Nc1ccc(Br)cc1
  -132%	nt	nt	nt	nt	14%	-11	89	100
Cc1ccc(C)c2[nH]c(=O)c(CN(CCN3CCCC3)C(=O)Nc3ccc(F)cc3)cc12
  -44%	-12	135	12	135	-86%	-4	52	55
C/C(CC(=O)NCc1ccco1)=N\NC(=O)Cc1ccccc1
  -2%	-4	131	4	131	-1%	nt	nt	nt
CCOC(=O)C1=NOC(CNC(=O)c2c(-c3ccccc3Cl)noc2C)C1 (centres undefined)
  -6%	1	138	-1	138	-4%	nt	nt	nt
Cc1nc2ccc(N3C(=O)CCC3=O)cc2[nH]1
  -8%	-2	140	3	140	4%	-13	89	102
COC(=O)c1ccc(OCC(O)CN2C(=O)NC(C)(C)C2=O)cc1 (centres undefined)
  -9%	-9	98	9	98	-1%	1	82	82
Cc1cc(C)c(NC(=O)c2ccc(S(=O)(=O)N(C)C)cc2)c(C)n1
  -3%	-2	174	2	174	-1%	0	96	96
CCOC(=O)c1c(C)n(OCc2ccccc2)c2ccc3c(no[n+]3[O-])c12
  -14%	nt	nt	nt	nt	-4%	-8	44	52

Quoted from the results shown for reference:
Below each SMILES – PLAP inhibitors HTS	NFkB transloc inh	NFkB transloc inh cell count 2 µM	NFkB transloc pot	NFkB transloc pot cell count 2 µM	Bcl-B TR3 displacers	MRP reversal	MRP reversal cytotoxicity	MRP reversal with doxorubicin
CCOC(=O)C(C)Oc1c(Br)cc(C2NC(=O)NC(C)=C2C(C)=O)cc1OCC (centres undefined)
  -46%	-13	168	13	168	-6%	14	84	70
CCCn1c(=N)n(CC(O)COc2cccc(C)c2)c2ccccc21 (centres undefined)
  8%	nt	nt	nt	nt	0%	-8	45	53
COc1ccc(OC(=O)Nc2ccccc2)cc1
  14%	7	167	-7	167	-1%	-3	88	90
CC(C)Oc1ccc(C(=O)N2CCCC2C(=O)O)cc1 (centres undefined)
  2%	-5	101	5	101	0%	-14	97	111

The results go on.
Below each SMILES – PLAP inhibitors HTS	NFkB transloc inh	NFkB transloc inh cell count 2 µM	NFkB transloc pot	NFkB transloc pot cell count 2 µM	Bcl-B TR3 displacers	MRP reversal	MRP reversal cytotoxicity	MRP reversal with doxorubicin
COc1ccc(C)cc1-n1nnnc1SCn1nnc2ccccc2c1=O
  12%	0	147	0	147	9%	-1	85	86
COc1ccc(Nc2nc(N3CCCCC3)nc3ccccc23)c(OC)c1
  -90%	8	103	-8	103	14%	-4	9	13
COc1ccc2cc(CN(CCc3ccccc3)Cc3nnnn3CC3CCCO3)c(=O)[nH]c2c1 (centres undefined)
  -52%	-3	126	3	126	6%	-9	61	70
O=c1c(-c2ccc(F)cc2)coc2c3c(ccc12)OCCO3
  -2%	-4	160	4	160	-5%	10	85	74
CCOC(=O)Oc1ccc2c(=O)c(Oc3cc(C)cc(C)c3)coc2c1
  -18%	nt	nt	nt	nt	-14%	nt	nt	nt
N#CCC(=N)N1CCN(c2ccccc2)CC1
  0%	-6	155	6	155	-9%	nt	nt	nt
O=c1c2c3c(sc2ncn1/N=C/c1ccccc1)CCCC3
  nt	7	180	-7	180	nt	16	86	71
Cc1cc(N2CCC(C(=O)NC3CCCCC3)CC2)nc(-c2ccccc2)n1
  -70%	nt	nt	nt	nt	-6%	5	72	68
NS(=O)(=O)c1ccc(CCNC(=O)C2CCCN2C(=O)OCc2ccccc2)cc1 (centres undefined)
  -1%	7	180	-7	180	7%	2	102	100
CCn1c(N2CCN(CC(=O)c3ccc(OC)cc3)CC2)nc2ccccc21
  -45%	-16	45	16	45	0%	-8	67	75
Cc1ccccc1SCC(=O)Nc1cccc(C#N)c1
  34%	-32	168	32	168	14%	12	101	88
Cc1cccc(C)c1NC(=O)N1C2CCCC1CC(NC(=O)C(C)(C)C)C2 (centres undefined)
  -8%	nt	nt	nt	nt	-1%	6	96	90
S=c1nc(-c2ccccc2)n(Cc2ccco2)c2c1CCCC2
  -13%	6	108	-6	108	0%	nt	nt	nt
O=S(=O)(Cc1ccccc1)N1CCC(c2nc(-c3cccs3)no2)CC1
  -17%	-14	124	14	124	-4%	1	76	74
COCCn1c(SCC(=O)N2CCCc3ccccc32)nc2c(c1=O)SC(C)C2 (centres undefined)
  -40%	-2	62	2	62	0%	-2	75	77
CCCOC(=O)c1c(N)sc2c1CCC2
  -58%	-13	163	13	163	-21%	5	83	78
COc1cccc(-c2nnc(SCC(=O)N3CC(C)CC(C)C3)o2)c1 (centres undefined)
  -14%	-2	142	2	142	-3%	16	94	78
CC1CCCC(C)N1C(=O)CSCc1ccc(Cl)cc1 (centres undefined)
  1%	-14	102	14	102	-1%	19	99	81
N=c1c2c(-c3ccccc3)c(-c3ccccc3)oc2ncn1CCCN1CCOCC1
  -76%	7	86	-7	86	0%	7	46	38
COc1cccc(-c2cnc(OC(C)(C)C)nc2OC(C)(C)C)c1
  -26%	7	194	-7	194	13%	nt	nt	nt
COc1cccc(CNC(=O)c2nnn(-c3ccc(OC(F)(F)F)cc3)c2N)c1
  26%	-8	138	8	138	-12%	18	108	90
COC(=O)C(C(=O)NCC1CCCO1)C1CCCCCC1 (centres undefined)
  -16%	-3	93	3	93	-8%	1	83	82
COc1ccc(N2CCN(C(=S)NCCc3ccccc3)CC2)cc1
  nt	10	147	-10	147	nt	nt	nt	nt
O=C(Cc1cn2ccsc2n1)OCc1nc2ccccc2s1
  -1%	-8	95	8	95	29%	2	100	98
CCCCOP(=O)(OCCCC)C1(NS(=O)(=O)c2ccccc2)C=CC(=O)c2ccccc21 (centres undefined)
  -30%	-9	158	9	158	18%	-8	12	20
Cc1nnc(SCCn2c(N3CCCC(C)C3)nc3c2c(=O)[nH]c(=O)n3C)s1 (centres undefined)
  14%	nt	nt	nt	nt	-8%	4	93	89
CN(C)S(=O)(=O)c1c(Cl)cccc1Cl
  6%	2	117	-2	117	14%	4	91	86
O=C(CSc1nccn1-c1ccccc1)N1CCc2ccccc21
  -39%	21	52	-21	52	-10%	9	92	83
CCCCOc1ccc(CN2CCCCC2)cc1
  -7%	-22	44	22	44	-4%	21	106	84
CCC(OC(=O)c1cc2sccc2n1C)C(=O)NCc1ccco1 (centres undefined)
  7%	13	126	-13	126	18%	-5	92	96
CCOc1ccc(NC(=O)N2CCC(n3c(=O)[nH]c4ccccc43)CC2)cc1
  -56%	-6	147	5	147	-1%	-16	79	96
CNc1nc(SCC(=O)OC)nc(N2CCOCC2)n1
  7%	nt	nt	nt	nt	1%	1	98	97
Cn1c(SCCOc2ccccc2Cl)nnc1-c1ccncc1
  2%	-7	93	7	93	-7%	4	84	81
COCc1cc(=O)n2[nH]c(-c3cccc(Br)c3)cc2n1
  -16%	-25	201	25	201	-12%	-13	86	99
COc1cccc(-c2nnc(SCCC(=O)O)n2C)c1
  -28%	11	71	-11	71	-2%	-12	94	106

Only part of the results is shown, so the mix of outcomes need not match the whole.
